Screening results (PubChem BioAssay)
PABP1 MLLE inh: inhibitors of PABP1 MLLE–PAM2 peptide binding, primary screen, biochemical, fluorescence polarization, FITC-PAM2, GST-MLLE; 360,000 compounds, 0.36% hits; inhibition, % at 20 µM; AID 588489, 2011; Polyadenylate-binding protein 1 (Homo sapiens), P11940; in the data active = inhibition above about 35%, passing the limit was not always enough;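 note: plate controls were DMSO wells with GST-MLLE for no effect and wells lacking GST-MLLE protein for full effect; some results filed as inactive read as strong as hits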
STEP inh: STEP phosphatase inhibitors, primary screen, biochemical, fluorescence intensity, uHTS; inhibition, % at 20 µM; AID 588621, 2011; recombinant STEP, OMFP fluorogenic substrate; Tyrosine-protein phosphatase non-receptor type 5 (Homo sapiens), P54829; 360,000 compounds, 0.25% hits;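 active = inhibition at 20 µM, scaled per plate between control wells, above about 37%, limit read from the data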;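 note: 0% = DMSO with enzyme and substrate and 100% = substrate only without enzyme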
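System: STEP phosphatase, cell-free reaction; Buffer or medium: Bis-Tris pH 6.0 buffer with DTT, detergent; Incubation: 20 min at room temperature, dark; Measured by: fluorescence, 480/540 nm.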
SUMO1-SIM PPI: modulators of SUMO1 protein-protein interactions, primary screen, biochemical, uHTS. Small ubiquitin-related modifier 1 (Homo sapiens), P63165. SUMO1 binding to a labelled peptide, TR-FRET, 1 h. inhibition, % at 20 µM. 360,000 compounds, 0.33% hits; in the data active = inhibition above about 37%
LMPTP block: LMPTP phosphatase inhibitors, primary screen, biochemical, fluorescence intensity, uHTS; Low molecular weight phosphotyrosine protein phosphatase (Homo sapiens), P24666; recombinant LMPTP-A, OMFP fluorogenic substrate; inhibition, % at 20 µM; 360,000 compounds, 0.22% hits; AID 651560, 2012;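 active = compounds that cut the enzyme signal by at least half of the control window in the single-dose screen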;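 note: plate controls were DMSO wells with enzyme plus substrate for no effect and substrate without enzyme for full effect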
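Assay system: LMPTP-A phosphatase enzyme | Input: 0.625 nM enzyme | Also added: Fluorogenic phosphatase substrate OMFP at 400 µM final | Compound dosing: One test concentration per compound, 20 µM, with 3% DMSO overall | Schedule: 50 min enzyme reaction at room temperature, protected from light | Signal: Fluorescence intensity | Benchmarks: no-enzyme and uninhibited controls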
Scp-1 inhibitor: Scp-1 phosphatase inhibitors, primary screen, biochemical, colorimetric, uHTS; Recombinant Scp1, phosphopeptide, malachite green phosphate absorbance; inhibition, % at 20 µM; 340,000 compounds, 0.88% hits;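 active = inhibition above about 50% at 20 µM, limit read from the data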;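 note: plate controls were DMSO wells with enzyme for no effect and wells lacking enzyme for full effect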
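Test system – truncated SCP-1 phosphatase (76-261aa) · Reagent – Phosphorylated 17-residue peptide substrate · Incubation – 45 min room-temperature reaction, 5 min colour, 30 min stabiliser · Detection – colorimetric phosphate reagent with accelerator and stabiliser, absorbance at 630 nm · Measure – % inhibition at 20 µM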
TbMetRS inhib: T. brucei MetRS inhibitors, primary screen, biochemical, luminescence. purified T. brucei MetRS, ATP depletion, Kinase-Glo luminescence. inhibition, % at 11.9 µM. 360,000 compounds, 0.4% hits. methionyl-tRNA synthetase (Trypanosoma brucei brucei). AID 624268, 2012;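 active = inhibition above a per-plate cutoff of the control wells' mean inhibition plus 3 SD, cut at about 5.5% in these data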;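 note: 0% = DMSO wells median and 100% = median of wells with control inhibitor compound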
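assay system = parasite MetRS enzyme | timing = 15 min preincubation, 2 h reaction, all 25 °C | evaluation = percent inhibition relative to median high and low control wells | medium = HEPES buffer containing pyrophosphatase, BSA, spermine, DTT | compound = single dose, 11.9 µM final nominal, 0.9% final DMSO | detection = Kinase-Glo luminescence, ATP depletion format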
Rpn11 block: Rpn11 (PSMD14) deubiquitinase inhibitors, primary screen, biochemical, fluorescence polarization, uHTS | calls only at 20 µM | human 26S proteasome, Ub4-pepOG fluorescence polarization; 20S core pre-blocked with epoxomicin | 360,000 compounds, 0.59% hits | 26S proteasome non-ATPase regulatory subunit 14 (Homo sapiens), O00487 | AID 588493, 2011;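 active = inhibition at 20 µM, scaled to each plate's controls, above about 33%, limit read from the data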
NadD block: inhibitors of S. aureus NadD, primary screen, biochemical, colorimetric, uHTS. Nicotinate-nucleotide adenylyltransferase NadD (Staphylococcus aureus N315). purified NadD enzyme, colorimetric absorbance read-out. inhibition, % at 20 µM. 360,000 compounds, 0.78% hits. AID 602399, 2012; in the data active = inhibition above about 26%; note: some compounds past the cut are filed as inactive
DNMT1 block: human DNMT1 methyltransferase inhibitors, primary screen, biochemical, molecular beacon, fluorescence, HinP1I cleavage, uHTS. DNA (cytosine-5)-methyltransferase 1 (Homo sapiens), P26358. inhibition (reported as % activation of signal), % at 10 µM. 360,000 compounds, 0.83% hits. AID 588458, 2011; in the data active = inhibition above about 50%
Target sequence (P26358 504-1616 limits assumed): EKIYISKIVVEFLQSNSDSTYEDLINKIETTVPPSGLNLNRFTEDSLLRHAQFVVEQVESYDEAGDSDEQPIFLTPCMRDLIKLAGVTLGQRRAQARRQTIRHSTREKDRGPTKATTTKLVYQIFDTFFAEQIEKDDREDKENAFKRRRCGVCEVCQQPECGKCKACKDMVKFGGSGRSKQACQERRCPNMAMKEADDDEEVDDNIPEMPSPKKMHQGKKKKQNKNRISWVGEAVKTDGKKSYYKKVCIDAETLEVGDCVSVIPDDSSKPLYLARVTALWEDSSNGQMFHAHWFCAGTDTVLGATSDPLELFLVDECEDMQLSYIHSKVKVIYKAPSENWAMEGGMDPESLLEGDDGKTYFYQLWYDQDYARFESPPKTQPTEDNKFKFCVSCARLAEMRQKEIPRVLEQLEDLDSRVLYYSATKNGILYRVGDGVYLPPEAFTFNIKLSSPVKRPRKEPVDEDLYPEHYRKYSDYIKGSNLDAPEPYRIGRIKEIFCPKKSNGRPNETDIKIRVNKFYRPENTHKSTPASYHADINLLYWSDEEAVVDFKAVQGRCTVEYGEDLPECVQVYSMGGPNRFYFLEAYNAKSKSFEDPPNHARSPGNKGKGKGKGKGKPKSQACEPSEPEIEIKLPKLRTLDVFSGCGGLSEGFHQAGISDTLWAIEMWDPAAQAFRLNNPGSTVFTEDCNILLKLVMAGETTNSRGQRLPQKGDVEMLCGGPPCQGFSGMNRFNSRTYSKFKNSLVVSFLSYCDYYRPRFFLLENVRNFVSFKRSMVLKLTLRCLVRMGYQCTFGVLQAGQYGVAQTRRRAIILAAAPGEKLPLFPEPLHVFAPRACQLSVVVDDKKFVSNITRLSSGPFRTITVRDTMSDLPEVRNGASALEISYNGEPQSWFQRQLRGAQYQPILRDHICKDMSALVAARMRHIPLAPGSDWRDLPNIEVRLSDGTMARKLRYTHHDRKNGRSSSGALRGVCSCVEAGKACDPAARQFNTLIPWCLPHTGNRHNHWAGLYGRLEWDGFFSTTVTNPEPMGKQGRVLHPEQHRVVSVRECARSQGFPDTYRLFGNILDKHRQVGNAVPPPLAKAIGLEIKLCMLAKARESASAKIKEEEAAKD
CSN inh: inhibitors of CSN-mediated cullin deneddylation, primary screen, biochemical, fluorescence polarization, uHTS. COP9 signalosome complex subunit 5 (Homo sapiens), Q92905. Purified CSN, SCF-Nedd8-OG deneddylation. inhibition, % at 12.5 µM. 360,000 compounds, 0.38% hits;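 active = pattern-corrected inhibition above about 35%, with an unprinted fluorescence ratio check between 0.5 and 1.5, limit read from the data, passing the limit was not always enough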;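 note: 0% = enzyme with substrate and 100% = substrate without enzyme; some results filed as inactive read as strong as hits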
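Assay system: purified human Csn5 enzyme expressed in HEK293T cells; measure: % inhibition; also added: SCFSkp2-Nedd8OG substrate at 10 nM final; technique: fluorescence polarization; times: reaction 90 min, room temperature; medium: Tris buffer pH 7.5, NaCl, DTT, Tween-20, trehalose, ovalbumin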
* = called active by the depositor; i = inactive; . = not tested or not shown; + = active, no number. Random draw from the library, and some 3.6% of all compounds hit somewhere here.

TbMetRS inhib	Rpn11 block	DNMT1 block	CSN inh	PABP1 MLLE inh	SUMO1-SIM PPI	LMPTP block	STEP inh	NadD block	Scp-1 inhibitor	molecule
12.0*	i	-14.5	5.5	-11.4	-26.4	4.0	-1.2	24.2	-1.7	Cc1ccc(-c2nnc(NCc3nc4ccccc4[nH]3)c3ccccc23)cc1S(=O)(=O)N1CCOCC1
-0.6	+	-7.7	7.5	-58.4	-3.6	1.1	-3.1	18.8	-7.3	COC(=O)c1ccc(NC(=O)Cn2nc(-c3ccncc3)nc2SCC(=O)Nc2nccs2)cc1
-0.8	i	2.4	3.5	4.1	3.7	-5.5	-1.8	-3.6	1.4	CC(C)[C@H](NC(=O)c1cc2cc(Cl)ccc2n1C)C(=O)N[C@@H](C(=O)O)c1ccccc1
0.1	i	-3.9	-1.8	-0.9	0.3	-0.9	1.2	-1.0	-7.1	CC1OC(OC2C(Oc3c(-c4ccc(O)cc4)oc4cc(O)cc(O)c4c3=O)OC(COC3O[C@@H](C)[C@H](O)[C@@H](O)C3O)C(O)C2O)C(O)C(O)C1O (some centres undefined)
-0.1	i	4.1	3.9	3.0	-1.2	-1.0	0.3	0.5	-2.5	Cc1cc(OCCn2cnc3ccccc3c2=O)ccc1[N+](=O)[O-]
-0.1	i	7.2	-0.7	4.0	-1.0	-0.8	-2.2	-1.4	.	COCc1cccc(-c2csc(C(C)(O)c3ccccc3)n2)c1 (centres undefined)
1.2	i	7.3	3.0	-8.7	-22.3	0.4	-2.8	1.5	2.1	CCOC(=O)C1CCN(c2ccc([N+](=O)[O-])cc2)CC1
-0.1	i	-5.3	-4.5	6.1	-3.3	0.8	-2.1	2.2	-5.0	CC(=O)c1ccc(N2CCN(C(=O)c3ccc(C(=O)c4ccccc4)cc3)CC2)cc1
-0.6	i	2.3	1.5	-12.5	-11.9	-0.3	4.9	2.9	-7.6	CCOC(=O)c1ccc(N2C(=O)C(O)=C(C(C)=O)C2c2ccccc2)cc1 (centres undefined)
0.1	i	-12.1	16.3	-4.2	-4.3	2.7	-0.8	2.9	-3.1	Fc1ccc(CNc2nc(-c3ccco3)cc(C(F)(F)F)n2)cc1
-0.5	i	2.2	-2.0	1.5	44.7*	-1.3	1.3	1.4	0.4	Cc1ccc(C(=O)c2ccccc2C(=O)OCC(=O)NC(=O)NC(C)(C)C)cc1
0.1	i	0.8	2.0	2.3	-26.6	-3.0	3.9	-2.2	-6.2	Fc1cccc(CSc2ccc3nnc(-c4cccnc4)n3n2)c1
-0.3	i	1.4	-2.0	-1.2	2.4	1.6	1.7	1.4	-4.9	CCOC(=O)C1=C(C)N(C)C(C)=C(C(=O)OCC)C1c1ccsc1
-0.1	i	-22.2	-3.5	3.8	2.6	2.7	2.7	17.4	-11.3	CC(C)C[C@H](NC(=O)c1[nH]cnc1C(=O)N[C@@H](C)C(=O)OCc1ccccc1)C(=O)OCc1ccccc1
0.8	+	38.7	16.6	-63.9	-22.1	13.3	13.0	10.9	2.6	N#C/C(=C\C1=C(N2CCOCC2)C(=C\c2ccc(Cl)cc2)/CC1)C(=O)Nc1ccccc1F
0.9	i	-1.9	2.1	-11.6	2.1	-0.2	0.9	0.0	-3.1	COc1ccc(CC(=O)Nc2ccc3nc(C)sc3c2)cc1OC
0.5	i	1.0	7.4	-4.5	-9.4	1.1	-1.0	1.5	4.5	c1ccc(Oc2ccc(-c3ccnc4ncnn34)cc2)cc1
-0.1	i	8.2	-2.4	-17.5	-0.6	1.7	-0.2	8.8	.	Clc1ccc2nc(C3CCCCC3)c(CC3CCCCC3)n2c1
0.6	i	-4.2	-0.2	-8.7	-30.9	0.4	-2.7	4.2	-3.4	COc1ccc(-c2cc(C)no2)cc1S(=O)(=O)NCC1CCN(Cc2cc(C)ccc2C)CC1
-0.5	i	2.8	-2.9	4.8	1.8	-2.6	-2.2	5.5	-4.3	CCCC(=O)Nc1c(-c2ccc(OC)cc2)c(=O)c2ccccc2n1C
-1.3	i	-0.4	0.8	2.8	4.5	-1.3	0.4	-6.2	-2.0	CCOC(=O)c1c(CN2CCCCC2)oc2ccc(O)cc12
-0.3	i	1.5	0.8	-9.4	1.1	1.6	-1.7	-4.6	-11.8	CCCC(C(=O)Nc1ccc(S(=O)(=O)N2CCCC2)cc1)c1ccccc1 (centres undefined)
0.3	i	0.3	3.4	-3.8	7.6	-0.1	0.0	6.0	-6.4	O=C(CSc1nnc(-c2ccccc2O)n1-c1ccccc1)Nc1cccc(C(=O)O)c1
0.0	i	-0.1	-5.5	-4.7	0.0	-1.7	1.5	-1.5	-7.1	Cc1noc(C)c1COC(=O)CNC(=O)c1ccc(Cl)cc1
-0.1	i	6.6	-0.7	-92.6	-2.4	0.1	0.7	0.8	-12.3	COc1ccc(C(=O)CSc2nnc(-c3cc(C)cc(C)c3)o2)cc1
-0.5	i	4.6	5.1	0.1	-1.6	-1.5	-0.9	-2.3	-7.8	CC(=O)Nc1ccc2c(c1)nc(CCNC(=O)c1ccccc1)n2C
-0.7	i	-2.0	4.0	7.9	-8.9	0.1	-2.7	-5.9	-2.2	CCn1nc(C)c(NC(=O)CCSc2nc(-c3ccco3)cc(C(F)(F)F)n2)c1C
0.0	i	-4.5	3.9	-2.2	-2.0	-0.6	-1.9	4.3	3.1	O=C(c1cn2ccccc2n1)N1CCc2c([nH]c3ccccc23)C1c1ccccn1 (centres undefined)
0.0	i	-5.3	1.7	-9.7	-63.5	-8.0	-1.6	-5.1	-5.5	COc1ccccc1OCCNC(=O)c1cccc(S(=O)(=O)N2CCN(C)CC2)c1
-0.3	i	-19.0	5.0	-9.2	2.6	2.8	2.6	3.7	-5.7	O=C(NCC(c1ccco1)N1CCCC1)c1cccc(NS(=O)(=O)c2ccccc2)c1 (centres undefined)

3 compounds already listed, arranged by the value under SUMO1-SIM PPI, ascending:
TbMetRS inhib	Rpn11 block	DNMT1 block	CSN inh	PABP1 MLLE inh	SUMO1-SIM PPI	LMPTP block	STEP inh	NadD block	Scp-1 inhibitor	molecule
-0.1	i	6.6	-0.7	-92.6	-2.4	0.1	0.7	0.8	-12.3	COc1ccc(C(=O)CSc2nnc(-c3cc(C)cc(C)c3)o2)cc1
-0.1	i	7.2	-0.7	4.0	-1.0	-0.8	-2.2	-1.4	.	COCc1cccc(-c2csc(C(C)(O)c3ccccc3)n2)c1 (centres undefined)
0.1	i	-3.9	-1.8	-0.9	0.3	-0.9	1.2	-1.0	-7.1	CC1OC(OC2C(Oc3c(-c4ccc(O)cc4)oc4cc(O)cc(O)c4c3=O)OC(COC3O[C@@H](C)[C@H](O)[C@@H](O)C3O)C(O)C2O)C(O)C(O)C1O (some centres undefined)

Continuation.
TbMetRS inhib	Rpn11 block	DNMT1 block	CSN inh	PABP1 MLLE inh	SUMO1-SIM PPI	LMPTP block	STEP inh	NadD block	Scp-1 inhibitor	molecule
0.6	i	0.1	0.2	-7.9	-1.1	0.7	-0.2	4.2	-7.3	Cc1nc(-c2nc(-c3c(C(=O)NNC(=O)c4ccc(Cl)cc4)noc3C)cs2)cs1
0.4	i	-13.6	-3.2	8.6	3.0	0.8	0.4	-1.0	8.2	CC(C)(CO)NC(=S)NCc1ccco1
-0.1	i	-1.1	-1.3	17.1	12.7	-0.9	-1.3	10.2	.	CC1(C(=O)NS(=O)(=O)c2ccc3ccccc3c2)CCN1C(=O)Cc1ccc(-c2ccccc2)cc1 (centres undefined)
0.4	i	-6.7	-1.6	1.4	5.2	2.7	3.6	17.1	-12.8	COc1cccc(-n2c(SCC(=O)Nc3ccc4c(c3)CCC4)nc3ccccc3c2=O)c1
0.0	i	-0.4	-5.1	-5.0	-3.0	-1.9	-0.8	5.0	-6.5	COC(CNC(=O)c1ccc2c(c1)ncn2-c1cccc(F)c1)OC
-1.0	.	.	-1.3	.	7.2	-2.4	.	-5.7	.	CC1C(O)=C(c2ccccc2)P(=O)(Cc2ccccc2)C1C (centres undefined)
-0.3	i	0.1	4.1	-8.1	2.6	-0.5	0.0	-2.5	-2.3	COc1cccc(CC(=O)OC(C)C(=O)Nc2ccc(Cl)cn2)c1 (centres undefined)
-0.4	i	1.0	3.6	-13.6	-15.0	2.1	-1.9	1.5	-13.9	CCOc1cc([N+](=O)[O-])cc(/C=N/NC(=O)c2c(-c3ccccc3)noc2C)c1O
0.1	.	.	-6.0	.	2.6	0.7	.	11.2	.	CCCCN1C(=O)C(CC(=O)NC(c2ccccc2)c2ccccc2)CC(C(=O)N2CCCCCC2)=C1C (centres undefined)
-1.6	i	-7.6	2.7	4.8	-22.9	4.8	-2.1	-11.4	-5.7	CC(=O)c1ccc(N=Nc2c(C)[nH]n(-c3ccccc3)c2=O)cc1
-0.6	.	.	-0.4	.	-3.3	-0.9	.	2.0	.	CCOC(=O)c1cc2ccccc2n1C1CCN(CCc2ccccc2)CC1
